Source: PubChem BioAssay (Johns Hopkins Ion Channel Center)
CHT inh: inhibitors of human choline transporter CHT; B-score at 10 µM; High affinity choline transporter 1 (Homo sapiens), Q9GZV3; CHT-expressing cells, membrane potential dye, choline response; stronger effect = lower value; hit rate 0.86% among 310,000;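 active means B-score over 3 SD under the library average, and starting fluorescence ratio not unusually high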;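 further: choline stimulus applied at its EC90 after an EC20 pre-addition; B-score computed on integrated fluorescence ratio after choline addition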
Target sequence (Q9GZV3 whole entry, looked up): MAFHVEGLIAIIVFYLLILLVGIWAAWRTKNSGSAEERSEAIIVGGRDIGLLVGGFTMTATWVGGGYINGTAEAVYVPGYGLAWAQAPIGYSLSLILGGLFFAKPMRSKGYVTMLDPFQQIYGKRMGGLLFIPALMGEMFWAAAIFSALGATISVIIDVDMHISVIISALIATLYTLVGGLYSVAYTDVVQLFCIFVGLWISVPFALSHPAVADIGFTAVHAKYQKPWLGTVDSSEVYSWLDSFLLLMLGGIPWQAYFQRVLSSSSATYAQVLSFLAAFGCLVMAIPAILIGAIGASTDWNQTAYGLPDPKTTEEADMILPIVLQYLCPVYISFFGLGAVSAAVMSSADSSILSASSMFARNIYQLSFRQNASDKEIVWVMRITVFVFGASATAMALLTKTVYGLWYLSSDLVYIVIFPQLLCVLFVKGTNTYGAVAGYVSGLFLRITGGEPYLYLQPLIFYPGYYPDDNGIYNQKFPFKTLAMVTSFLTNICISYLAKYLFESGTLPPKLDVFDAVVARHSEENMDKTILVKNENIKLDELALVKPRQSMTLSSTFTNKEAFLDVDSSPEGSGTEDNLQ
CHT PAM: CHT positive allosteric modulators, primary screen, cell-based, membrane potential dye, choline EC20 | hit rate 0.49% among 310,000 | B-score at 10 µM | CHT-expressing cells; stronger effect = higher value; LV-AA mutant CHT in HEK293 cells;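 active means initial fluorescence not abnormally high and integrated response B-score, plate-corrected, over 3 SD above library mean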
An asterisk follows results filed as active; i = inactive.

SMILES	CHT inh	CHT PAM
Cc1[nH]n(-c2ccccc2)c(=O)c1N=Nc1cccc([N+](=O)[O-])c1	i	i
CCCCCN1C(=O)/C(=C/c2c(N3CCc4ccccc4C3)nc3ccccn3c2=O)SC1=S	i	i
Oc1ccc(-c2nc3ncccn3c2Nc2ccc3c(c2)OCO3)cc1	i	i
CCOC(=O)C1=C(COC(=O)COc2ccc(Br)cc2)NC(=O)NC1C (stereo not given)	i	i
CCC(c1nnc(SCC(=O)Nc2ccc(S(N)(=O)=O)cc2)n1Cc1ccccc1)N(C)C (stereo not given)	i	i
CCN1CCN(C(=O)Cn2ncc3c([nH]c4ccc(C)cc43)c2=O)CC1	i	i
COCCn1c(SCC(=O)NC2CCCC2)nc2c(c1=O)SCC2	i	i
COC(=O)c1cc(C)sc1NC(=O)CN1CCN(C(=O)c2ccco2)CC1	i	i
COc1ccc(N2CCN(C3CCCN(Cc4ccc(F)cc4Cl)C3)CC2)cc1 (stereo not given)	i	i
COc1ccc(NC(=O)C(c2cc3c(cc2[N+](=O)[O-])OCO3)N(C)C)cc1 (stereo not given)	i	i
CC(=O)N(NC(=O)c1ccc(C)cc1)C1CC(=O)N(c2ccccc2Cl)C1=O (stereo not given)	i	i
CN(C)S(=O)(=O)N1CCC(c2ccc(F)cc2)C(COc2ccc3c(c2)OCO3)C1 (stereo not given)	i	i
O=C(Nc1ccc(S(=O)(=O)Nc2ncccn2)cc1)c1cccc(S(=O)(=O)N2CCCC2)c1	i	i
CCSc1nnc(NC(=O)c2cccnc2)s1	i	i
CCOC(=O)C1=C(COC(=O)COc2ccccc2C#N)NC(=O)NC1C (stereo not given)	i	i

Nothing new here: entries from further up.
SMILES	CHT inh	CHT PAM
Cc1[nH]n(-c2ccccc2)c(=O)c1N=Nc1cccc([N+](=O)[O-])c1	i	i
CCCCCN1C(=O)/C(=C/c2c(N3CCc4ccccc4C3)nc3ccccn3c2=O)SC1=S	i	i
Oc1ccc(-c2nc3ncccn3c2Nc2ccc3c(c2)OCO3)cc1	i	i
CCOC(=O)C1=C(COC(=O)COc2ccc(Br)cc2)NC(=O)NC1C (stereo not given)	i	i
CCC(c1nnc(SCC(=O)Nc2ccc(S(N)(=O)=O)cc2)n1Cc1ccccc1)N(C)C (stereo not given)	i	i
CCN1CCN(C(=O)Cn2ncc3c([nH]c4ccc(C)cc43)c2=O)CC1	i	i
COCCn1c(SCC(=O)NC2CCCC2)nc2c(c1=O)SCC2	i	i
COC(=O)c1cc(C)sc1NC(=O)CN1CCN(C(=O)c2ccco2)CC1	i	i
COc1ccc(N2CCN(C3CCCN(Cc4ccc(F)cc4Cl)C3)CC2)cc1 (stereo not given)	i	i
COc1ccc(NC(=O)C(c2cc3c(cc2[N+](=O)[O-])OCO3)N(C)C)cc1 (stereo not given)	i	i
CC(=O)N(NC(=O)c1ccc(C)cc1)C1CC(=O)N(c2ccccc2Cl)C1=O (stereo not given)	i	i
CN(C)S(=O)(=O)N1CCC(c2ccc(F)cc2)C(COc2ccc3c(c2)OCO3)C1 (stereo not given)	i	i
O=C(Nc1ccc(S(=O)(=O)Nc2ncccn2)cc1)c1cccc(S(=O)(=O)N2CCCC2)c1	i	i
CCSc1nnc(NC(=O)c2cccnc2)s1	i	i
CCOC(=O)C1=C(COC(=O)COc2ccccc2C#N)NC(=O)NC1C (stereo not given)	i	i

(next part)
SMILES	CHT inh	CHT PAM
Cc1onc(-c2ccccc2)c1C(=O)NCc1ccc2c(c1)OCO2	i	i
CCOc1ccc(OCC)c(NC(=O)C2CCN(S(=O)(=O)c3cnc[nH]3)CC2)c1	i	i
CN(c1ccccc1)S(=O)(=O)c1cccc(C(=O)OCC(=O)NCc2ccco2)c1	i	i
CCc1nnc(NC(=O)CCC(=O)NC2CCCCCC2)s1	i	i
O=C(NCc1ccccc1)c1ccc(Cl)nc1	i	i
COc1cc(C(=O)NC(=S)Nc2ccccc2N2CCCC2)cc(OC)c1OC	i	i
CCOC(=O)C(NCc1ccccc1OC)(NC(=O)CC)C(F)(F)F (stereo not given)	i	i
CCOC(=O)N1CCN(C(=O)COC(=O)CSc2cc(C)c(Br)cc2C)CC1	i	i
CCc1ccc2c(c1)c(N=NC1=NC(=O)CS1)c(O)n2C	i	i
CC(C)c1ccc(NC(=O)N2CCC(c3nc4ccccc4o3)CC2)cc1	i	i
c1ccc(SCc2nc3ccccc3s2)nc1	i	i
COc1cccc(-c2cccc(NC(=O)C3CCN(C4CCOCC4)CC3)c2)c1	i	i
CN(CCc1cn[nH]c1)C(=O)CC1C(=O)NCCN1Cc1cccc(Oc2ccccc2)c1 (stereo not given)	i	i
COc1ccc(C(=O)Nc2cccc([N+](=O)[O-])c2)cc1Br	i	i
C#CCOc1ccccc1CNc1ccccc1	i	i
COc1ccc(C=O)cc1CSc1ccccn1	i	i
O=C1CCC(C(=O)N2CCCC(C(=O)c3ccc4ccccc4c3)C2)=NN1 (stereo not given)	i	i
O=C(C(c1ccccc1)c1ccccc1)N1CCN(CC(O)COc2ccccc2)CC1 (stereo not given)	i	i
O=C(NNC1CC(=O)N(c2ccccc2)C1=O)c1ccccc1Cl (stereo not given)	i	i
Cc1cc(NC(=O)Cn2nnc3sc4c(c3c2=O)CCC(C(C)(C)C)C4)no1 (stereo not given)	i	i
CC(C)(C)SC(=O)CC1NS(=O)(=O)OC2CCCCC12 (stereo not given)	i	i
CN(C)c1ccc(NC(=O)Cc2ccccc2)c2ccccc12	i	i
Cn1cc([N+](=O)[O-])c(C(=O)NCc2cc3ccccc3[nH]2)n1	i	i
Cc1cc(C(=O)NCc2cc(C(=O)O)co2)co1	i	i
CCNC(=O)NC(=O)C(C)Oc1ccc(Br)cc1Br (stereo not given)	i	i
CCOc1cccc(C(=O)Nc2ccc(S(=O)(=O)Nc3cc(C)on3)cc2)c1	i	i
CC1=C(C(=O)Nc2ccccc2)C(c2ccco2)NC(=O)N1 (stereo not given)	i	i
Cn1c(=O)c2c(nc(NC3CCCC3)n2C)n(C)c1=O	i	i
CCCCCc1ccc(-c2ccc(=O)[nH]n2)cc1	i	i
CCOc1ccc(CNC(=O)Cn2nc(C)c3c(C)n(-c4ccc(C)cc4)nc3c2=O)cc1	i	i
N#Cc1c(NC(=O)CSc2nc3c(c(C(F)(F)F)n2)CCc2ccccc2-3)sc2c1CCCC2	i	i
COc1cc2[nH]c(=S)n(CC3CCCO3)c(=O)c2cc1OC (stereo not given)	i	i
CC(NC(=O)Cn1c(NCCO)nc2ccccc21)c1ccccc1 (stereo not given)	i	i
CN1CCc2c(sc3c2c(=O)n(-c2ccc(Cl)cc2)c2nncn32)C1	i	i
O=S(=O)(c1ccccc1)N(CC1CO1)c1cc(Cl)ccc1Cl (stereo not given)	i	i
Cc1cccc(-c2nc(C#N)c(NC3CCCCC3)o2)c1	i	i
O=C(NCC1CCCO1)c1ccc(CNS(=O)(=O)c2cccc(Cl)c2)cc1 (stereo not given)	i	i
O=S(=O)(NCc1ccccc1)c1ccc(Br)s1	i	i
Cc1ccc2nc(SCC(=O)c3c(N)n(C)c(=O)n(C)c3=O)[nH]c2c1	i	i
O=C(NCC(F)(F)F)Nc1nnc(C(F)(F)F)s1	i	i
CCCn1c(O)c(N=Nc2ccc3ccccc3n2)c2ccccc21	i	i
CC(=O)c1ccc(N2CCC(c3cc(-c4ccc(Cl)cc4Cl)n[nH]3)CC2)c([N+](=O)[O-])c1	i	i
O=C(NCc1ccco1)c1n[nH]c(=O)c2ccccc12	i	i
O=C(NC1=NCCS1)c1ccc(-c2ccc(Cl)cc2)o1	i	i
COc1cc(OC)cc(-c2oc3cccnc3c2C#CCCO)c1	i	i
CC(C)CN(C(=O)CSc1nc(-c2ccccc2)cn1N)c1c(N)n(Cc2ccccc2)c(=O)[nH]c1=O	i	i
CC(C)c1ccc(S(=O)(=O)c2cnc(=S)[nH]c2N)cc1	i	i
Clc1ccc2nc(CSc3ccccc3)cn2c1	i	i
COc1ccc(S(=O)(=O)N(CC(=O)N2CCCCCC2)c2ccccc2OC)cc1	i	i
NC(=S)Nc1ccc(C(F)(F)F)cc1Cl	i	i
CC(C)c1ccc(OCC(O)CN2CCN(c3ccccc3)CC2)cc1 (stereo not given)	i	i
Cc1ccc(C=C2C(=O)c3ccccc3C2=O)o1	i	i
O=C(NCc1cccnc1)C(=O)Nc1nc(C23CC4CC(CC(C4)C2)C3)cs1	i	i
S=C(NCc1cccs1)Nc1cc(Cl)cc(Cl)c1	i	i
Cc1cccc(C)c1Nc1nnc(SCc2cn3cccc(C)c3n2)s1	i	i
CN(C)CCN(Cc1ccccc1)C(=O)C1CCN(c2ncnc3c2nc2n3CCCCC2)CC1	i	i
O=C(CCCn1nnnc1CN1CCOCC1)N1CCN(c2ccccc2F)CC1	i	i
Cc1ccc2nc(C)c3c(c2c1)COC3	i	i
Cc1ccccc1-c1nnn(CC(=O)Nc2cccc(S(N)(=O)=O)c2)n1	i	i
O=[N+]([O-])c1ccc(NCCc2ccccc2)c(Br)c1	i	i

Next section.
SMILES	CHT inh	CHT PAM
CSCCC(NC(=O)c1ccccc1Cl)C(=O)NNC(=O)c1ccccc1O (stereo not given)	i	i
COc1ccccc1-c1c(C)nn2c(-c3ccccc3)cc(C)nc12	i	i
CCN(CC)C(=O)CSCC(=O)Nc1ccccc1	i	i
COc1ccc(NC(=O)CCCC(=O)O)cc1Cl	i	i
CCN1CCN(c2ccc(S(=O)(=O)N3CCOCC3)cc2NC(=O)c2ccccc2OC(F)F)CC1	i	i
Cc1ccc(O)c(C(=O)c2cc(C#N)c(=O)n(-c3c(C)n(C)n(-c4ccccc4)c3=O)c2)c1	i	i
COCCN(C(=O)CCC(=O)Nc1nccs1)C(C(=O)NCCC(C)C)c1ccc(OC)cc1 (stereo not given)	i	i
Cc1ccc2cc(CN(C(=O)c3cccs3)c3ccccc3)c(=O)[nH]c2c1	i	i
Cc1ccc(-c2[nH]nc(N)c2N=Nc2ccccc2C)cc1	i	i
CCN(CC)CCOC(=O)C1c2ccccc2Oc2ccccc21	i	i
Cc1sc(NC(=O)c2ccccc2)c(C(c2ccc(Cl)cc2)N2CCN(CCO)CC2)c1C (stereo not given)	i	i
Cc1ccc(-c2noc(C3CCN(S(C)(=O)=O)CC3)n2)o1	i	i
Cc1ccccc1N=C/C=C1/C=C(c2ccccc2)OC(C)(C)O1	i	i
COc1ccccc1C(=O)Nc1c(-c2ccccc2)nc2ccccn12	i	i
CC1CCCN(C(=O)C2CCC(CNc3c(N4CCCCC4)c(=O)c3=O)CC2)C1 (stereo not given)	-6*	i
Nc1nc(CSCCO)nc(Nc2ccccc2)n1	i	i
CN(C)c1nc(N)nc(CSc2ncc(Cl)cc2Cl)n1	i	i
Cc1ccccc1NC(=O)CC(O)(C(F)(F)F)C(F)(F)F	i	i
O=c1cc(-c2ccccc2)nc2cc(-c3ccco3)[nH]n12	i	i
CC1CC(C)CN(C(=O)C(Cc2ccccc2)n2cccc2)C1 (stereo not given)	i	i
CC1CCN(C(=O)c2[nH]cnc2C(=O)N[C@@H](CCCCNC(=O)OC(C)(C)C)C(=O)OC(C)(C)C)CC1	i	i
Cc1ccc(C)c(Cn2nnc3c(=O)[nH]c(C4CCCN(S(=O)(=O)Cc5ccccc5)C4)nc32)c1 (stereo not given)	i	i
CN1C(=O)C(C)(C)c2cc(S(=O)(=O)N3CCCC3C(=O)NCc3ccccc3Cl)ccc21 (stereo not given)	i	i
O=C(O[C@H]1[C@H](Oc2ccccc2COC(=O)C2(O)C=CCCC2=O)O[C@H](CO)[C@@H](O)[C@@H]1O)c1ccccc1 (stereo not given in full)	i	i
Cc1csc(NC(=O)c2sccc2C)n1	i	i
C=CCn1c(SCC(=O)NCC(=O)OCC)nnc1-c1cccc(OC)c1	i	i
COc1ccc(/C=N/NC(=O)c2[nH]ncc2Br)c(OC)c1	i	i
CC1(C)CC(=O)/C(=C(\O)c2ccccc2)C(=NCCc2ccccc2)C1	i	i
Cc1onc(-c2ccccc2)c1C(=O)NCc1ccccc1F	i	i
O=P(Cc1cccc[n+]1[O-])(c1ccccc1)c1ccccc1	i	i
N#CC1=C(N)Nc2ncnn2C1c1ccccc1 (stereo not given)	i	i
COc1ccccc1CCNC(=O)C1CCN(C(=O)/C=C/c2ccccc2)CC1	i	i
CCCOc1ccc([C@@H]2C3CN(C(=O)OCC)CC=C3C(C#N)=C(N)C2(C#N)C#N)cc1OC (stereo not given in full)	i	i
CCN(CC(=O)NC)S(=O)(=O)c1ccc(C)cc1	i	i
COc1cccc(CNc2nn[nH]n2)c1OC	i	i
Cc1c(NC(=O)C23CC4CC(CC(C4)C2)C3)c(=O)n(-c2ccccc2)n1C	i	i
CCn1c(CC(=O)Nc2ccc(C)cc2)nnc1SCC(=O)Nc1nc(C)cs1	i	i
COc1ccc(CC(=O)Nc2ccc(-c3cn4ccc(C)cc4n3)cc2)cc1	i	i
C/C(=C\C(=O)c1ccc(C)o1)Nc1ccc2c(c1)OCO2	i	i
COC(=O)CCCC1=CC2=C(c3ccccc3)C(=O)C(C)(OC(=O)C3CCCC3)C(=O)C2=CN1c1ccccc1 (stereo not given)	i	i
O=C(O)CC1C(=O)OCN1C(=O)OCc1ccccc1 (stereo not given)	i	i
N#Cc1ccccc1Cn1c(=O)n(Cc2ccc(C(=O)NCc3ccco3)cc2)c(=O)c2sccc21	i	i
COc1ccc(-c2nc3ccc(N4CCN(C)CC4)cc3c(=O)[nH]2)cc1	i	i
CCOC(=O)C1CCN(C(=O)c2ccc(OCC(=O)Nc3cccc(C(F)(F)F)c3)cc2)CC1	i	i
O=C(N=Nc1c(O)[nH]c2ccccc12)c1cccc(S(=O)(=O)Nc2ccccc2Cl)c1	i	i
CC(C)C(=O)Nc1ccc(S(=O)(=O)Nc2nccc(/C=C/c3ccccc3)n2)cc1	i	i
CCn1cc(C(=O)NCCN(C)C)c(=O)c2cc(F)c(N3CCN(C)CC3)cc21	i	i
COc1ccc(S(=O)(=O)Nc2cccc(C(C)=O)c2)cc1Br	i	i
O=C(Nc1ccc(-n2cnnn2)cc1)C1CCCN1C(=O)Nc1ccc(Br)cc1 (stereo not given)	i	i
CCCCCn1c(N)c(-c2nc3ccccc3s2)c2c([N+](=O)[O-])nn(C)c(=O)c21	-6.3*	i

Compounds as they come; about 1.5% have a hit in one of these screens.
